Tat export inh – inhibitors of E. coli Tat protein transport; E. coli MC4100 TorA-mCherry Tat export, fluorescence; inhibition, % at 10 µM; 0.036% of 340,000 active; AID 488895;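 active means mean replicate inhibition at least 50% and at least half of replicates individually reaching 50%; inconclusive means only one of the two criteria met; inactive means neither criterion met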;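 further: exported cargo escapes ClpAP degradation while cytoplasmic cargo is degraded and loses fluorescence; 0% = median of neutral control wells and 100% = median of NaSCN control wells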
PfHsp90 set2 – growth inhibition of yeast expressing Plasmodium Hsp90; S. cerevisiae expressing PfHsp90, BacTiter-Glo ATP, 48 h; yeast lacking PDR1 and PDR3 efflux regulators; inhibition, % at 9.4 µM; 0.32% of 310,000 active; AID 504621;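 active means every replicate shows inhibition above about 80%, whatever the replicate mean, limit read from the data; inconclusive means mean inhibition reaches the set limit but some replicate falls short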;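 further: 0% = DMSO neutral controls and 100% = 20 µM radicicol positive controls; yeast relying on Plasmodium falciparum Hsp90 in place of its own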
PKA-R1A act – activators of PKA-R1A complex; P00514+P68181; PKA-R1A dissociation, Cy5-IP20 fluorescence polarization; scaled: DMSO 0%, 113 µM cGMP 100%; activation, % at 11.4 µM; 0.083% of 340,000 active; AID 504707;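 active means percent activation above the mean of all tested compounds plus 3 SD, cut at about 19% in these data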;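 further: higher means more PKAc released from R1A so a rise in polarization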
phage Ecoli inh – E. coli growth loss with phage present; inhibition, % at 11.9 µM; 0.26% of 360,000 active; AID 651602; growth absorbance; in the data active means inhibition above about 11%
SUMO Mot1 rescue – inhibitors of SUMOylation pathway: yeast Mot1-301 growth rescue; S. cerevisiae Mot1-301 growth rescue, ATP luminescence, 38.5C; percent above DMSO median, 100 means doubled; growth rescue, % at 18.8 µM; 1% of 320,000 active;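 active means every valid replicate shows activation above 250% relative to neutral control wells; inactive means the rest, any valid replicate at or below 250%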;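 further: OY570 slx delta 5 strain wells were the positive control but not used for scaling; some compounds called inactive have numbers as strong as hits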
HTR5A inv ctr – inverse agonist of human HTR5A in OPRM1-OPRD1 counter-screen; P47898; HTR5A cell line, luminescence, inverse agonism; inhibition, % at 9.3 µM; 0.083% of 340,000 active; AID 504634; in the data active means inhibition mostly above about 23%, no sharp cut-off; inactive means mostly below about 18%;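 further: 0% = cells with DMSO and 100% = no-cell wells with DMSO; some compounds called inactive have numbers as strong as hits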
Target sequence (P47898 whole entry, looked up): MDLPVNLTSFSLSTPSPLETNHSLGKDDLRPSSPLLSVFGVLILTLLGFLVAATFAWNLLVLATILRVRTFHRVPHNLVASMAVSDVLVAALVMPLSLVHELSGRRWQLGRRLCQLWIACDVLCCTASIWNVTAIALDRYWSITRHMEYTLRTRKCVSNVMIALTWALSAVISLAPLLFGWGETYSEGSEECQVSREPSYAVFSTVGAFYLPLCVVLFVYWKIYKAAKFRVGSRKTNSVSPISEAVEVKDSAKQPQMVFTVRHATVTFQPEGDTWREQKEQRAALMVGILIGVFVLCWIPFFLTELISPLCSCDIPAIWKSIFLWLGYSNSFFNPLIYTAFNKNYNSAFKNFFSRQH
PKA-R2B activ – PKA-R2B complex activation. P22694+P31323. PKA-R2B holoenzyme dissociation, Cy5-IP20 fluorescence polarization; R2B truncated from residue 108, S112A mutant; 0% DMSO only, 100% 113 µM cGMP. 0.079% of 340,000 active. activation, % at 11.4 µM;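 active means activation above a cutoff set at the mean over all compounds plus 3 SD, cut at about 18% in these data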;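 further: higher means more holoenzyme dissociation and a rise in polarization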
Target sequence (P31323 whole entry, looked up, other chains not shown, the tested form may be a part): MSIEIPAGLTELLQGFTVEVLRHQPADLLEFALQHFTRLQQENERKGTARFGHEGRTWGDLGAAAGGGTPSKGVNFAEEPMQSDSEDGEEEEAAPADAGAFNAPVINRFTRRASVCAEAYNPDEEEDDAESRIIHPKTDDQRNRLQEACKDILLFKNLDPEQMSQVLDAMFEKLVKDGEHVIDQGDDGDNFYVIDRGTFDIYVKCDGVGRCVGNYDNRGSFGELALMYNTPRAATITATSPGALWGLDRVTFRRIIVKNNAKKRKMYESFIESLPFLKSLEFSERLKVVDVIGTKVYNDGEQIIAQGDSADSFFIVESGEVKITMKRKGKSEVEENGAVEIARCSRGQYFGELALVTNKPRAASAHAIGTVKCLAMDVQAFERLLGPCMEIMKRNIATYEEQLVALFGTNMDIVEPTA
Ecoli viability – reduces bacterial viability in AddAB counter-screen | AID 449728 | inhibition, % at 11.9 µM | 0.27% of 330,000 active | E. coli V3065 growth, OD600 absorbance, 18 h;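 active means inhibition above the campaign's mean inhibition across all tested compounds plus 3 SD, cut at about 9.9% in these data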;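 further: uninfected addAB+ strain grown without phage in ampicillin broth; 0% = DMSO wells and 100% = ciprofloxacin 0.95 µg/ml wells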
OPRM1-OPRD1 inv – inverse agonists of human mu-delta opioid receptor heterodimerization | inhibition, % at 9.3 µM | 0.21% of 340,000 active | cell-based MOR-DOR heterodimer luminescence, inverse agonism; in the data active means inhibition above about 22%, passing the limit was not always enough;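 further: 0% = cells with DMSO and 100% = wells without cells with DMSO; values of inactives mirror those of a sister screen read the other way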
MOR-DOR ag – OPRM1-OPRD1 heterodimerization agonism. cells, luminescence. activation, % at 9.3 µM. 0.3% of 340,000 active. AID 504326; in the data active means activation above about 18%;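 further: 0% = vehicle-treated cells and 100% = reference agonist; values of inactives mirror those of a sister screen read the other way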
AddAB inh – less growth of phage-infected E. coli with AddAB | AID 435030 | E. coli expressing H. pylori AddAB, absorbance growth | inhibition, % at 11.9 µM | 0.29% of 330,000 active; in the data active means inhibition above about 12%;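 further: 0% = vehicle wells of infected cells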
Starred values were filed as active, the others as inactive; ? = inconclusive; . = not tested or not shown; & = joins results of further samples.

SMILES | Tat export inh | PfHsp90 set2 | PKA-R1A act | phage Ecoli inh | SUMO Mot1 rescue | HTR5A inv ctr | PKA-R2B activ | Ecoli viability | OPRM1-OPRD1 inv | MOR-DOR ag | AddAB inh
COC(=O)C1CCN(C(=O)COC(=O)C2CCN(S(=O)(=O)c3c(Cl)cccc3Cl)CC2)CC1 | -19.9 | -4.6 | 10.8 | -1.2 | 15.9 | -0.8 | -5.7 | 0.3 | 4.4 | -0.7 | -1.9
CC(=O)Nc1ccc(C(=O)N/N=C/c2ccc(F)cc2)cc1 | -9.6 | -29.3 | -4.0 | -0.1 | 15.7 | -13.3 | -4.0 | 1.4 | 1.0 | -0.2 | 2.4
CCN1CCN(c2nc3sc4c(c3c3ncnn23)CC(C)CC4)CC1 (stereo not given) | -4.1 | -1.5 | -15.4 | 0.9 | 3.0 | 18.3 | 1.4 | -3.1 | 1.9 | -0.5 | 1.1
CCCNC(=O)c1ccc2c(=O)c(O)c(C)[nH]c2c1 | 9.1 | -9.1 | 1.3 | 4.2 | 4.5 | 3.6 | -3.2 | 0.2 | 1.1 | -0.2 | 4.1
O=C(c1cccc(S(=O)(=O)NCc2ccccc2)c1)N1CCN(c2ccccc2Cl)CC1 | 2.1 | -16.0 | 1.4 | -0.9 | . | 6.6 | 7.8 | . | -7.9 | 1.9 | .
O=C(NCCc1ccccc1)C1COc2ccccc2O1 (stereo not given) | -1.5 | -1.8 | -16.0 | -0.6 | -1.8 | -7.2 | -5.7 | -0.3 | 20.4 | -4.3 | -0.8
O=C(Nc1ccc2nc3n(c(=O)c2c1)CCCCC3)C(=O)N1CCN(c2ccccc2)CC1 | -1.1 | -43.3 | -5.7 | 2.2 | -12.9 | 11.8 | 6.7 | -0.9 | 5.2 | -0.9 | -1.6
c1ccc(-c2nc3ccccc3c3nncn23)cc1 | 1.5 | -13.4 | 0.5 | 2.4 | 42.4 | -35.9 | -5.3 | 1.0 | 7.1 | -1.4 | 2.2
Cc1cc2cc(OCc3ccccc3)ccc2n1C | -1.8 | -11.3 | 2.2 | 0.1 | 10.0 | -8.5 | -2.9 | 0.5 | -22.1 | 4.6 | 5.3
CCOC(=O)C1CCCN(C(=O)Cn2nc(C)n3c(cc4c(OC)cccc43)c2=O)C1 (stereo not given) | -2.3 | -6.7 | -4.6 | 1.9 | -22.9 | -0.5 | -3.8 | 1.7 | 11.5 | -2.2 | -0.4
C[C@H](OC(=O)c1[nH]cnc1C(=O)N1CCN(C(=O)OC(C)(C)C)CC1)c1ccccc1 | -2.7 | 1.4 | 6.3 | 2.2 | 15.8 | -12.2 | 4.8 | -2.2 | 9.5 | -1.6 | 1.4
O=C(COC(=O)CCC1CCCC1)Nc1ccccc1Br | -1.3 | 13.5 | -9.5 | -1.1 | 6.7 | -10.8 | -6.2 | -1.5 | -30.1 | 7.7 | 0.8
N=c1n(CCN2CCCCC2)c2ccccc2n1CC(O)c1cccc(Br)c1 (stereo not given) | 13.8 | 4.7 | 1.4 | -1.0 | -3.5 | . | -14.7 | 0.4 | . | . | 0.3
COc1ccc(-c2[nH]ncc2CN2CCCC2c2nonc2C)c(F)c1 (stereo not given) | 4.9 | 23.0 | -8.6 | 2.8 | 3.7 | 7.5 | -13.3 | 0.6 | 5.2 | -1.1 | 1.4
COc1ccc(/C=N\NC(=O)c2ccc([N+](=O)[O-])cc2)cc1COc1c(F)c(F)cc(F)c1F | 18.2 | -2.9 | 1.7 | 1.1 | -7.2 | 1.6 | 4.2 | . | -30.4 | 5.5 | .
Cc1noc(C)c1C(=O)NCc1ccccc1Br | 1.5 | . | 3.2 | -2.9 | 100.0 | 10.3 | 5.2 | -1.0 | 8.4 | -1.7 | -0.5
CCOC(=O)c1cnc(SCc2cccc(C)c2)nc1N | -3.4 | -31.4 | -0.9 | 5.0 | . | -15.4 | -15.9 | 3.4 | -39.8 | 6.4 | 5.6
COc1ccc(-c2ccc(SCC(=O)c3ccccc3)nn2)cc1OC | 3.8 | -12.9 | -8.8 | 0.8 | -2.7 | 1.8 | -6.3 | 1.8 | -1.9 | 0.4 | 1.5
COc1ccc(-c2cc(C(F)(F)F)nc(N3CCN(C)CC3)n2)cc1OC | -7.2 | 6.0 | -5.2 | 0.6 | -6.3 | -1.5 | -7.5 | -0.4 | 3.8 | -0.6 | -3.0
O=S(=O)(Nc1ccc2c(c1)OCCO2)c1ccc(F)c(F)c1 | 4.1 | 13.3 | 6.7 | -0.3 | 6.8 | 4.4 | 11.5 | 1.9 | 12.2 | -2.2 | 2.5
CCCCN(CCCC)C(=O)CSc1nnc2n(C)c(=O)c3c4c(sc3n12)CCCC4 | 3.5 | -3.0 | -8.9 | 1.3 | . | -9.5 | -6.2 | . | 12.8 | -2.3 | .
O=C1c2ccccc2C(=O)c2c1ccc(C(=O)N1CCCCC1)c2NCCO | -3.3 | 12.2 | 2.6 | 1.7 | -3.3 | -8.5 | 3.7 | 1.4 | -6.9 | 1.2 | 2.7
Cc1cc(C)cc(OCCNC(=O)C(C)N2C(=O)c3ccccc3C2=O)c1 (stereo not given) | 5.3 | 1.1 | -6.3 | 0.8 | 8.0 | -21.7 | -3.7 | 1.9 | 12.3 | -2.5 | 3.4
CCN(CC)S(=O)(=O)N1CCC(C(=O)NCc2ccco2)CC1 | -3.3 | 9.1 | -6.0 | 2.1 | -4.6 | 0.3 | 1.9 | 1.4 | 4.3 | -0.9 | 3.8
O=C(O)C1CSC(c2ccncc2)N1 (stereo not given) | -1.6 | . | 13.6 | . | -5.8 | -1.2 | 18.1 | 3.1 | 6.9 | -1.4 | 3.7
CCN1CCN(CCCNC(=O)CCC(=O)N2CCOc3ccccc32)CC1 | 1.2 | 17.3 | 0.2 | 0.4 | -12.7 | 13.4 | -10.4 | -0.6 | 3.8 | -0.7 | 1.2
CC(C)Cc1ccc(C(=O)NCc2ccc3c(c2)OCO3)o1 | -1.7 | -10.8 | 5.3 | 4.3 | 9.6 | -9.7 | -0.2 | . | 6.2 | -1.3 | .
COC(=O)C1=C(C)N(CCc2c[nH]c3ccccc23)C(=O)/C1=C\N(C)C | 1.6 | 16.6 | -7.7 | 2.2 | -0.7 | 15.8 | 2.7 | 1.0 | 10.7 | -2.1 | 0.2
Cc1oc2c(C)c3oc(=O)c(CC(=O)N[C@@H](CCCNC(N)=O)C(=O)O)c(C)c3cc2c1C | 7.4 | 9.9 | 3.1 | 1.7 | -29.1 | 21.0 | 1.7 | . | 0.3 | -0.1 | .
CC(=O)c1ccc(N2CCN(C(=O)CN3C(=O)NC4(CCCCC4)C3=O)CC2)c(F)c1 | -3.0 | 8.0 | -7.8 | 1.2 | -0.1 | -12.8 | 2.1 | 0.2 | 7.8 | -1.9 | 0.9
Cc1ccc(S(=O)(=O)N2CCOC23CCN(C(=O)C(=O)NCc2ccccc2)CC3)cc1 | -0.9 | -0.9 | -9.0 | 1.5 | -22.3 | 0.1 | -6.4 | 3.7 | 4.5 | -0.8 | 3.8
CCN(C[C@H]1N[C@@](Cc2ccccc2)(C(=O)OC)[C@H]2C(=O)N(C)C(=O)[C@@H]12)S(=O)(=O)c1ccc(C(C)(C)C)cc1 | -7.8 | 22.0 | -1.0 | 4.5 | . | 3.4 | -0.2 | -0.2 | 2.1 | -0.5 | 4.4
CCCCC(=O)Nc1nnc(S(=O)(=O)N(CC)c2ccccc2)s1 | -0.5 | 0.1 | 9.0 | -0.3 | -5.7 | 5.8 | 1.9 | -0.6 | 2.5 | -0.6 | 0.4
CN1C[C@@H]2[C@@H]3C(=O)N(C)C(=O)[C@@H]3[C@](C)(C1=O)N2C(=O)c1ccc(C(C)(C)C)cc1 | 1.8 | -16.1 | -9.2 | 2.6 | . | 4.8 | -12.3 | . | 14.0 | -2.4 | .
Cc1noc(C)c1S(=O)(=O)Nc1ccc(C(=O)N2CCN(c3ccc(F)cc3)CC2)cc1 | 2.5 | 6.0 | -3.9 | 3.8 | 5.3 | 23.7 | 3.5 | 1.5 | 5.5 | -1.1 | 0.6
C=CC[C@@H](CC(=O)N[C@H](CO)Cc1ccccc1)C(=O)NC[C@@H](OC(=O)[C@@H](CC=C)Cc1ccc(F)cc1)c1ccccc1 | -8.2 | -1.9 | 7.0 | 0.0 | 76.0 | -27.0 | 8.9 | -1.5 | 0.4 | -0.1 | 1.6
Cc1ccc(NS(=O)(=O)c2ccc(NC(=O)[C@@H]3CCCC[C@@H]3C(=O)O)cc2)c(C)c1 | ? | 3.0 | -9.2 | 1.7 | 17.6 | 7.5 | -4.4 | -0.4 | 2.0 | -0.5 | 1.1
CCOc1ccc(C(=O)COC(=O)c2ccc(-n3cnnn3)cc2)cc1 | -1.8 | 3.0 | 4.3 | 0.6 | 0.7 | -9.1 | -0.6 | -0.2 | 11.6 | -2.1 | -0.8
COc1ccc(NC(=O)C2C(=O)N(CCO)C3(C)CC2c2ccccc2O3)cc1 (stereo not given) | 5.3&9.9 | 12.9 | -10.0 | 2.4 | 189.2&-2.2 | 2.0 | 12.1 | 2.4 | 11.3 | -2.0 | -0.5
Cc1ccc2c(CN(C)Cc3ccccc3)cc(=O)oc2c1C | 3.0 | 5.4 | -11.9 | 1.0 | 89.7 | -5.8 | 0.8 | -1.0 | -23.4 | 5.0 | 0.0
CC1CC(C)CN(S(=O)(=O)N2CCCC(C(=O)NC3CCCCC3C)C2)C1 (stereo not given) | -8.6 | -5.1 | -2.8 | 0.5 | -4.8 | 5.1 | -1.8 | -1.8 | 7.8 | -1.5 | 0.6
CC(=O)NS(=O)(=O)c1ccc(NC(=O)CCc2ccccc2)cc1 | -2.6 | -20.3 | 2.0 | 3.2 | 14.8 | 20.5 | -14.2 | 0.3 | -2.1 | 0.4 | 1.4
Cc1c(C(C)(C)C)c(C=S)n2ccccc12 | -0.9 | 6.8 | 2.9 | 2.5 | -22.2 | 3.5 | -3.5 | -2.3 | 4.0 | -0.8 | -1.2
C[C@@H]1CN([C@H](C)CO)C(=O)Cc2cc(NS(=O)(=O)c3ccc(F)cc3)ccc2O[C@H]1CN(C)Cc1ccc(C(=O)O)cc1 | 0.2 | -16.7 | 0.3 | 1.0 | -12.5 | -8.9 | -8.9 | 1.7 | 9.3 | -1.7 | 3.2
CCOc1cc(/C=N/Nc2nc3ccccc3[nH]2)cc(Br)c1OCC(=O)N(C)C | -3.3 | . | -4.6 | 0.7 | -6.9 | 16.1 | -1.9 | -0.4 | -1.0 | 0.2 | -1.9
